HCV inhibitor: HCV inhibition. Huh7.5.1 HCVcc-Cre infection, luciferase reporter, 44 h. Potency, µM (series often up to 41.8 µM), without a hit: at the highest dose activity change, negative = inhibition, hits mostly inhibitors. 3.4% of 340,000 active; further: potency means the concentration at half of the fitted maximal effect; on the % scale 0 is the no-effect control and ±100 the full control effect
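Infectious HCV cell culture screen: compound-treated cells (1,000/well, pre-plated 4 h) are infected with HCVcc-Cre at roughly 0.5 moi and grown 44 h. Infection is quantified by luciferase signal after 15 min substrate incubation at room temperature.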
Cycloheximide cs: counter-screen for Shiga toxin inhibitors: cycloheximide protein synthesis inhibition | max response, % | cell reporter, cycloheximide protein synthesis inhibition counterscreen | 12% of 300,000 active; in the data active means max response mostly above about 13%, no sharp cut-off; inactive means mostly below about 14%; further: read at 38.3 µM for the half of the compounds with a filed dose; 0% is about no effect
Giardia FBPA inh: inhibitors of Giardia lamblia fructose-1,6-bisphosphate aldolase; purified Giardia FBPA; Potency, µM (top dose mostly 59.6 µM), without a hit: at the highest dose activity, negative = inhibition, most hits filed as inhibitors; 0.71% of 290,000 active; AID 2451; further: potency means the concentration at half of the fitted maximal effect; on the % scale 0 is the no-effect control and ±100 the full control effect; nearly all actives have a fitted effect of over 55% in size
Target sequence (A8B2U2 whole entry, looked up): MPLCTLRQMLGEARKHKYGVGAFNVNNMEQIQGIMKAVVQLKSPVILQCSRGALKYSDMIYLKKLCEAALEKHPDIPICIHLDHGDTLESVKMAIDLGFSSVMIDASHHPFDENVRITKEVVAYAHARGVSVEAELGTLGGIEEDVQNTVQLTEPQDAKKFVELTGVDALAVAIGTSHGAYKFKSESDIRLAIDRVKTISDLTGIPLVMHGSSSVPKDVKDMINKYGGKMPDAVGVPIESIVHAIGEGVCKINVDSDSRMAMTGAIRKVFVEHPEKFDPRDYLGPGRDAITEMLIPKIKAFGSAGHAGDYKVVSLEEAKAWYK
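Giardia FBPA (40 nM reagent) was preincubated 10 min at RT with compound (up to 57.5 uM final), then substrate plus GAPDH/TPI/NAD/arsenate coupling system with diaphorase/resazurin was added; resorufin fluorescence (525/598 nm) was read after 20 min.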
Pf growth 48h: inhibits P. falciparum growth in the first generation, 48 h; P. falciparum luciferase growth in erythrocytes, 48 h; Potency, µM (top dose mostly 28.7 µM), for the others: at the highest dose activity change, negative = inhibition, hits mostly inhibitors; 5.9% of 310,000 active; further: potency means the concentration at half of the fitted maximal effect; on the % scale 0 is the no-effect control and ±100 the full control effect
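Cell-based growth assay: transgenic P. falciparum expressing firefly luciferase, cultured in red cells within RPMI 1640 containing 0.5% w/v Albumax, 24 mM bicarbonate and gentamycin. A drop in luciferase activity indicates inhibition.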
Shiga inhibitor: Shiga toxin inhibition; Vero cells, Shiga toxin protein synthesis inhibition reporter; AID 2315; inhibition, % at 38.7 µM; 9.2% of 290,000 active; in the data active means inhibition mostly above about 28%, no sharp cut-off; inactive means mostly below about 43%; further: 0% is about no effect
Pf growth 96h: P. falciparum growth inhibition at 96 hours; P. falciparum luciferase reporter growth, 96 h; Potency, µM (top dose mostly 28.7 µM), inactives show at the top dose activity change, negative = inhibition, most hits filed as inhibitors; 6.9% of 320,000 active; further: potency means the concentration at half of the fitted maximal effect; on the % scale 0 is the no-effect control and ±100 the full control effect
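Luminescence readout: decreased luciferase signal marks inhibited growth of reporter-expressing P. falciparum in infected red cells (2% hematocrit, 0.05% parasitemia final), exposed to compound two generations (96 h, 37 C, 5% CO2).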
An asterisk follows results filed as active; u = inconclusive; x = not tested or not shown; ! = not confirmed by another sample; [ ] = another dose, or the depositor's remark. Unless noted, the call rests on the fitted dose curve; in most records, active means well fitted curve in the direction sought with a large enough effect; inconclusive means small, poorly fitted or top-dose-only effect, or another doubt; inactive means no such curve, though single readings can be large; an effect the other way counts as inactive or inconclusive.

SMILES	HCV inhibitor	Cycloheximide cs	Giardia FBPA inh	Pf growth 48h	Shiga inhibitor	Pf growth 96h
CC(=O)NN1C(=O)c2ccccc2NC1c1ccoc1 (stereo unspecified)	11%	-6	4%	11%	19	u
CCc1cccc(NC(=O)CCS(=O)(=O)c2ccc3c(c2)NC(=O)CO3)c1	30%	-2	2%	12%	20	1%
COc1ccccc1N1CCN(S(=O)(=O)c2cc3[nH]c(=O)c(=O)[nH]c3cc2C)CC1	14%	-1	x	9.3µM*	-5	u
CCOc1cccc(/C(O)=C2/C(=O)C(=O)N(CCOC)C2c2ccc(C)o2)c1 (stereo unspecified)	25%	-3	-18%	2%	-14	u
CCOC(=O)C1=C(CSc2nccn2C)NC(=O)NC1c1cc(C)ccc1C (stereo unspecified)	14%	-6	-5%	x	-8	u
CCc1nn2cc(-c3ccccc3)nc2s1	7%	6	-3%	-12%	5	x
CCOC(=O)Cn1nc2sc3ccccc3n2c(=O)c1=O	15%	1	4%	-9%	-11	-1%
CCCCC(=O)Nc1ccc2c(c1)nc(CCNC(=O)c1ccco1)n2C	12%	15*	x	-1%	15	-21%
Cc1cc(C)c(NC(=O)CSc2nc3c(c(=O)n2C)SC(C)C3)c(C)c1 (stereo unspecified)	-27%	-2	1%	-4%	-3	u
Cc1cccc(C(=O)NCc2ccc(S(N)(=O)=O)cc2)c1[N+](=O)[O-]	9%	-1	0%	6%	1	31%
CCCCc1c(C)nc2ccc(C)cc2c1SCCC(=O)O	7%	-1	18%	-21%	3	-3%
N#CC1=C(N)OC2=C(C(=O)CCC2)[C@]12C(=O)N(CC(N)=O)c1ccccc12	2%	-8	-1%	-16%	-21	25%
C=CCC1(O)CC(c2ccco2)NC(c2ccco2)C1CCC (stereo unspecified)	-4%	-2	-21%	x	16	46%[activator]
COc1ccccc1NC(=O)CN1C(=O)NC(C)(C)C1=O	-1%	-1	1%	-5%	-6	x
COC(=O)c1cc2n(n1)CCN(Cc1ccc(C)cc1)C2=O	1%	1	2%	2%	-4	-1%
CN1CCN(C(=O)CN(C)S(=O)(=O)c2cc(Cl)ccc2Cl)CC1	15%	-5	7%	-10%	-5	-3%
Cc1cccc(N2CCN(C(=O)c3cccc(N4C(=O)C5CC=CC(C)C5C4=O)c3)CC2)c1C (stereo unspecified)	-10%	-2	-2%	x	-18	u
Cc1onc(-c2c(Cl)cccc2Cl)c1C(=O)NCC1CCCO1 (stereo unspecified)	-4%	1	2%	-20%	-3	1%
COc1ccc(-n2c(=O)cc(N3CCCCCC3)[nH]c2=O)cc1	1%	9	-3%	10%	10	54%[activator]
CCN(CC)C(=O)C(Sc1ccccc1)c1ccccc1 (stereo unspecified)	7%	1	-3%	-15%	-13	x
Cc1cccc(-n2c3nc(=O)[nH]c(=O)c-3cc3c(C)nn(-c4ccccc4)c32)c1C	-5%	-3	5%	-9%	-8	u
CCC(Oc1ccccc1)C(=O)Nc1ccccn1 (stereo unspecified)	-16%	26*	16%	31%[activator]	22	-3%[5.75 µM]
COc1cc([N+](=O)[O-])cc(/C=N/NC(=O)Cn2nccc2C)c1O	3%	-3	-13%	6%	5	39%[activator]
Cc1nnc(C)c2c(C)n(-c3cccc4cccnc34)c(C)c12	x	-3	u	6%	-21	-5%
O=C(NC12CC3CC(CC(C3)C1)C2)c1ccc(-c2ccc(Br)cc2)o1	u	68*	-5%	u	108*	u
Cn1c(=NC(=O)CS(=O)(=O)c2ccc(F)cc2)sc2ccccc21	-16%	x	x	11%	x	-1%
COc1ccc(C2SCC(=O)Nc3c2c(=O)[nH]n3C2CCCCCC2)cc1OC (stereo unspecified)	3%	-4	1%	-13%	17	u
Brc1ccc2c(c1)CNc1c(ncnc1N1CCOCC1)O2	-12%	-2	3%	u	-10	x
Cc1ccc(C(=O)NNC(=O)CSc2nnc(-c3ccccc3)n2Cc2ccccc2)cc1	-3%	2	6%	-7%	-10	-17%
Cc1cccc(NC(=O)CSc2nc(N)c(NC(=O)c3ccccc3F)c(=O)[nH]2)c1	3%	-4	x	33%[activator]	1	u
O=C(CC(NC(=O)c1ccccc1Cl)c1ccccc1)NC1=NCCS1 (stereo unspecified)	7%	17	-5%	-1%	-18	-1%
O=C(NCc1nnc(SCC(=O)N2CCCCCC2)o1)c1ccc(F)cc1	x	0	4%	-11%	-3	u
O=S(=O)(Nc1nccs1)c1ccc(Nc2nnc(-c3ccccc3)c3ccccc23)cc1	10%	-5	-6%	8%	3	u
C/C(=C/c1ccccc1)C(=O)N1CCN(c2ccc(F)cc2)CC1	-1%	-2	-7%	-15%	-3	0%
Cc1cc(C)n2c(SCCN3C(=O)c4ccccc4C3=O)nnc2n1	3%	1	-3%	-7%	24	u
OCCC1CN(C/C=C/c2ccco2)CCN1Cc1ccccc1 (stereo unspecified)	-6%	1	-10%	u	-25	u
CC(=O)OCc1c(C(F)(F)F)nn(C)c1SCc1ccc(Cl)cc1	7%	4	-15%	35%[activator]	4	x
O=Cc1c(N2CCCCCC2)nc2ccccn2c1=O	7%	-6	2%	x	-8	-17%
COc1ccc(NC(=O)CCCN2C(=O)C(c3ccccc3)Oc3cccnc32)c(OC)c1 (stereo unspecified)	-13%	2	x	u	-3	u
Cn1nc(C(=O)OCC(=O)Nc2ccc(Cl)cc2Cl)c2ccccc2c1=O	10%	x	x	12%	x	14%
O=C(C1=COCCO1)N1CCN(S(=O)(=O)c2cccc(Br)c2)CC1	11%	x	x	1%	x	-19%
COC(=O)[C@H](C)NC(=O)COc1ccccc1	11%	-1	5%	x	-18	3%
O=C(NNc1ccccc1)C(=O)NNS(=O)(=O)c1ccc(CCCl)cc1	-7%	-2	0%	51%[activator]	11	31%[activator]
COc1ccc(CN2C[C@H](Cc3ccccc3)[C@@H](CC(=O)Nc3ccccc3)C2=O)cc1	u	1	1%	u	3	u
O=C(c1ccc2c(c1)OCO2)C1CCCN(Cc2ccccc2OC(F)F)C1 (stereo unspecified)	-28%	-2	0%	39%[activator]	-9	-4%
CCC(C)(C)NC(=O)C(c1ccc(OC)cc1)N(Cc1ccccc1)C(=O)CCC(=O)Nc1cc(C)on1 (stereo unspecified)	-11%	-1	5%	u	-7	u
COc1ccc(CC(=O)NNC(=O)CCC(=O)Nc2cc(C)ccc2C)cc1	-9%	-1	2%	-2%	24	23%
COc1ccc(OC)c(NC(=O)CSc2nc(N3CCOCC3)nc(N3CCOCC3)n2)c1	-23%	-3	x	0%	-10	u
CC(NC(=O)Nc1ccccc1)c1ccccc1 (stereo unspecified)	-8%	14	-2%	x	-3	-2%
C/C(=N\Nc1cccc2cccnc12)c1ccc(C)cc1	-15%	31*	-23%	344%[activator]	93*	400%[activator]
COc1ccc(NC(=O)N2CCN(c3nc4ccccc4n3C(C)C)CC2)cc1	u	6	1%	u	-22	35%[activator]
COc1cc(C(=S)N2CCCC2)ccc1OS(=O)(=O)c1ccc(NC(C)=O)cc1	10µM*	3	6%	2.1µM*	31	126%[activator]
COc1cc(CC(=O)Nc2ccc(S(=O)(=O)NC3=NCCCCC3)cc2)cc(OC)c1OC	13%	-5	3%	-10%	14	u
CC1CCCC(=C\c2ccccc2)/C1=N/O (stereo unspecified)	3%	-1	0%	-13%	5	25%
COc1ccc(NC(=O)CCc2nnc3ccc(NCc4ccco4)nn23)cc1	0%	-2	x	-19%	2	u
CCN(CC)Cc1c(C(=O)N/N=C/c2cccc3ccccc23)nnn1-c1nonc1N	-14%	-3	3%	18%	-7	7%
O=C(Nc1nccs1)c1nc[nH]c1C(=O)N1CCc2ccccc2C1	16%	x	x	36%[activator]	x	32%[activator]
Cc1cc(-c2ccccc2)n2ncc(-c3ccccc3)c2n1	u	47*	0%	161%[activator]	97*	-1%
CC(C)(C)c1ccc(OCC(=O)OCCNC(=O)c2cccnc2)cc1	-1%	2	-7%	1%	-1	7%
CC(=O)c1ccccc1C(=O)N1CCC(n2nccc2NC(=O)C2CC2)CC1	x	1	x	23%	-8	u
Continued.
SMILES	HCV inhibitor	Cycloheximide cs	Giardia FBPA inh	Pf growth 48h	Shiga inhibitor	Pf growth 96h
Cc1ccc(CCN2CC(C(=O)NCCCN(C)Cc3ccccc3)CC2=O)cc1 (stereo unspecified)	-24%	-5	2%	24%	-12	73%[activator]
CCS(=O)(=O)N1CCC(C(=O)Oc2ccc(Cl)cc2)CC1	0%	-3	6%	1%	-3	3%
Cc1cc(C)c(C(=O)COC(=O)c2ccc([N+](=O)[O-])o2)cc1C	-9%	9	u	5%	-2	10%
O=C(COc1ccccc1)Nc1ccccc1N1CCCCC1	u	-2	3%	u	-17	4%
COC(=O)c1ccc(/C=C/C(=O)c2ccc(OC)cc2)cc1	u	25*	-2%	10%	54	-20%
Clc1ccc(-c2csc(N3CCSCC3)n2)cc1	8%	35*	2%	87%[activator]	114*	7%
O=C(Nc1ccc2ccccc2c1)N1CCCN(CCOc2ccccc2)CC1	-30%	-2	2%	u	7	1%
N#Cc1c(-c2ccc(Cl)cc2)ccn2nc(CCC(=O)O)nc12	19%	7	-9%	u	-8	-33%
Cn1c(=O)n(C)c2cc(S(=O)(=O)N3CCOCC3)ccc21	9%	-2	-2%	-10%	-15	x
O=C(c1cccs1)N1CCN(C(=O)C2CCCO2)CC1 (stereo unspecified)	7%	-1	3%	13%	6	4.7µM*
CN(C)[C@@H]1C(=O)C(C(N)=O)=C(O)[C@@]2(O)C(=O)C3=C(O)c4c(O)ccc(Cl)c4[C@@H](O)[C@H]3C[C@@H]12	2.8µM*!	4	u	2.1µM*	-9	0.37µM*
COc1cc(OC)c(NC(=O)Cc2ccc(OC)c(S(=O)(=O)N3CCOCC3)c2)cc1Cl	-8%	0	x	u	-9	u
CCN(CC)C(=O)CSc1nnc(-c2ccccc2)n1-c1ccccc1	13%	-2	14%	-16%	-9	u
O=C(N/N=C/c1ccc2c(c1)OCO2)c1ccn(Cc2ccc(Cl)cc2)n1	17%	10	x	4%	23	u
CS(=O)(=O)NCCSc1cc(C(F)(F)F)nc2ccccc12	0%	-1	2%	-4%	-9	1%
CCN(CC)S(=O)(=O)c1ccc2oc(Nc3ccc4c(c3)OCCO4)nc2c1	10µM*	12	-1%	u	41	x
O=C(CCC1CCCCC1)Nc1cccnc1	13%	12	7%	x	-12	46%[activator]
CCN(C(=O)COC(=O)c1cn(-c2ccccc2)nc1-c1ccccc1)C1CCS(=O)(=O)C1 (stereo unspecified)	7%	9	-1%	5%	-1	26%

Results in HCV inhibitor and Giardia FBPA inh, for some of the entries so far:
Molecule	HCV inhibitor	Giardia FBPA inh
O=C(N/N=C/c1ccc2c(c1)OCO2)c1ccn(Cc2ccc(Cl)cc2)n1	17%	x
CCN(CC)C(=O)CSc1nnc(-c2ccccc2)n1-c1ccccc1	13%	14%

6 compounds already listed, ordered by count of non-hydrogen atoms, highest first:
SMILES	HCV inhibitor	Cycloheximide cs	Giardia FBPA inh	Pf growth 48h	Shiga inhibitor	Pf growth 96h
COc1ccc(OC)c(NC(=O)CSc2nc(N3CCOCC3)nc(N3CCOCC3)n2)c1	-23%	-3	x	0%	-10	u
COc1ccc(NC(=O)CCc2nnc3ccc(NCc4ccco4)nn23)cc1	0%	-2	x	-19%	2	u
Cc1cc(C)c(NC(=O)CSc2nc3c(c(=O)n2C)SC(C)C3)c(C)c1 (stereo unspecified)	-27%	-2	1%	-4%	-3	u
COc1cc([N+](=O)[O-])cc(/C=N/NC(=O)Cn2nccc2C)c1O	3%	-3	-13%	6%	5	39%[activator]
N#Cc1c(-c2ccc(Cl)cc2)ccn2nc(CCC(=O)O)nc12	19%	7	-9%	u	-8	-33%
C/C(=N\Nc1cccc2cccnc12)c1ccc(C)cc1	-15%	31*	-23%	344%[activator]	93*	400%[activator]

High-throughput results as filed in PubChem.
